Assay outcomes from PubChem BioAssay.
KCNK3 inh = human KCNK3 channel inhibitors, primary screen, CHO cells, FluxOR thallium flux, B-score; Potassium channel subfamily K member 3 (Homo sapiens), O14649; FluxOR fluorescence; active compounds read low; B-score at 10 µM; actives 0.84% (n = 340,000);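 active means B-score under library mean minus 4 SD, starting fluorescence ratio at most library mean plus 5 SD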;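 further: more negative B-score means stronger inhibition of thallium flux through KCNK3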
HDAC3 inhib = HDAC3 deacetylase inhibitors, primary screen, biochemical, fluorescence, cell-free homogeneous; actives 0.15% (n = 320,000); inhibition, % at 8.3 µM; Histone deacetylase 3 (Homo sapiens), O15379; AID 2718, 2010; recombinant HDAC3, fluorogenic peptide/trypsin coupled; in the data active means inhibition above about 26%, passing the limit was not always enough; inconclusive means no clear call, values can overlap the other calls
TMEM16A act = TMEM16A chloride channel activators or potentiators, primary screen, cell-based, HTS; Anoctamin-1 (Mus musculus), Q8BHY3; B-score at 10 µM; actives 0.3% (n = 340,000); AID 623877, 2012; HEK293 TMEM16A/YFP-H148Q/I152L, iodide quench fluorescence; active compounds read low;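 active means fluorescence-ratio B-score plate-corrected deviation score at least 3 library SD below zero, with starting fluorescence score within 5 deviations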;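 further: channel opened by trigger with iodide after compound preincubation; score built on the fluorescence ratio of max minus min over baseline; more negative score means more quench and so TMEM16A activation or potentiation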
Target sequence (Q8BHY3 whole entry, looked up): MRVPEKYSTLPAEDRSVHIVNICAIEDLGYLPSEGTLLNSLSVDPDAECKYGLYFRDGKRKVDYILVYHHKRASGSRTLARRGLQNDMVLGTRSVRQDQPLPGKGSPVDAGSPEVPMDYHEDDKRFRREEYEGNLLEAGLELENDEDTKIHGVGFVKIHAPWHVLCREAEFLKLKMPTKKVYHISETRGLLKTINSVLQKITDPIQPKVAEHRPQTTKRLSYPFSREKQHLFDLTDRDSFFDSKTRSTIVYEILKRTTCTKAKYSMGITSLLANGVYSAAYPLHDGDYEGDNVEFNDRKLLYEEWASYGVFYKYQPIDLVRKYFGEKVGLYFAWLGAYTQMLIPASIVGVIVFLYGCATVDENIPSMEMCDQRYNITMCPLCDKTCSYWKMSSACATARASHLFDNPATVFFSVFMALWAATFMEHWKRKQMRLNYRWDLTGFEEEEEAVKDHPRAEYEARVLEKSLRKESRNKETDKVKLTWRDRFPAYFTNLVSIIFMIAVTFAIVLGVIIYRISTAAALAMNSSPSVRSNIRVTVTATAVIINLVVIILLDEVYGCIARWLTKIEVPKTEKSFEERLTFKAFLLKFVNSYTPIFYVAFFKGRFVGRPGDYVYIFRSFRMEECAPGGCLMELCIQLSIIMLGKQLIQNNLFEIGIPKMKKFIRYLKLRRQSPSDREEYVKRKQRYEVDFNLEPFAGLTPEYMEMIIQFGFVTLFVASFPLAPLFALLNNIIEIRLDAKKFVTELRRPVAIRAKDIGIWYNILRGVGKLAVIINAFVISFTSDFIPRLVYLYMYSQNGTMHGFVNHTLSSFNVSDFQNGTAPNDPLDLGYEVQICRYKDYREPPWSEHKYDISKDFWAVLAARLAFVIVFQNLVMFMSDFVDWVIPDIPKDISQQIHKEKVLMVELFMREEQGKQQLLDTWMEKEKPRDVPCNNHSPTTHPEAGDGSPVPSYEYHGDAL
* marks the source's active call; other numbers are inactive results; i = inactive; ? = inconclusive; . = no result given. An excerpt, so the mix of outcomes need not match the whole.

SMILES | KCNK3 inh | HDAC3 inhib | TMEM16A act
COc1cccc(NP2(=O)OCC(C)([N+](=O)[O-])CO2)c1 (stereo not given) | i | . | i
CC12CCC3C(CCC4CC(=O)OCC43C)C1CCC2O (stereo not given) | i | . | i
S=P(NCCNP(=S)(N1CC1)N1CC1)(N1CC1)N1CC1 | i | . | i
O=P(O)(O)CN1CCNCCN(CP(=O)(O)O)CCNCC1 | i | . | i
CSc1nc(NC(C)C)nc(NC(C)C)n1 | i | . | i
O=C1C=CC(=O)C=C1 | i | . | i
CC(=O)C1(O)CCC2C3CCC4=C(Cl)C(=O)CCC4(C)C3CCC21C (stereo not given) | i | . | -5.2*
O=c1[nH]cnc2nc(-c3ccc(N(CCCl)CCCl)cc3)[nH]c12 | i | . | i
CCN1CCOC(c2ccccc2)C1 (stereo not given) | i | . | i
CC12CCC(O)CC1CCC1C2CCC2(C)C(C3=CC(=O)OC3)CCC12O (stereo not given) | i | . | i
COc1ccc(C=C2C(=O)NC(=S)NC2=O)cc1 | i | . | i
O=C1NC(=O)C2(CCCC2)C(=O)N1 | i | . | i
c1ccc(CCN2CCCCC2)nc1 | i | . | i
CN(C)CC(C(=O)Cc1ccccc1)c1ccccc1 (stereo not given) | i | . | i
CC1=C(C)CC2(C(=O)NC(=O)NC2=O)C(C)C1 (stereo not given) | i | . | i
COC(=O)C1=C(c2ccc(F)cc2OCc2ccccc2)C[C@@H]2CC[C@H]1N2C | i | 1 | i
COC(=O)C1=C(c2ccc(OC)c(OC)c2)C[C@@H]2CC[C@H]1N2C(=O)NC(C)C | i | 3 | i
C[C@]12CCC3C(CC[C@H]4C[C@@H](O)CC[C@]34C)[C@H]1CC[C@H]2O (stereo not given in full) | i | -1 | i
COC(=O)C1=C(c2ccc(C(C)=O)cc2)C[C@@H]2CC[C@H]1N2C(=O)NC1Cc2ccccc2C1 | i | -4 | i
Cc1ccc(C(C)C)c(OCC(=O)N2CCN(CC(=O)N3CCOCC3)CC2)c1 | i | 4 | i
C[C@]12CC[C@H](O)CC1=C([N+](=O)[O-])CC1C2CC[C@@]2(C)C1CC[C@@H]2O (stereo not given in full) | i | 1 | i
O=C(Cc1ccccc1)OCC(=O)c1ccc(F)cc1 | i | 1 | i
O=C(Cc1ccccc1F)N1CCN(CC(=O)N2CCCC2)CC1 | i | 1 | i
COC(=O)C1=C(c2ccc3ccccc3c2)C[C@@H]2CC[C@H]1N2C(=O)NCCCOC(C)C | i | 14 | i
COC(=O)C1=C(c2ccc(F)cc2OCc2ccccc2)C[C@@H]2CC[C@H]1N2C(=O)NCc1cccc(OC)c1 | i | 8 | i
COC(=O)C1=C(c2ccc(OC(F)(F)F)cc2)C[C@@H]2CC[C@H]1N2C(=O)NCCCOC(C)C | i | 3 | i
COC(=O)C1=C(c2ccc(OC(F)(F)F)cc2)C[C@@H]2CC[C@H]1N2C(=O)NC(C)C | i | 6 | i
COC(=O)C1=C(c2ccc(Cl)c(C(F)(F)F)c2)C[C@@H]2CC[C@H]1N2C(=O)N1CCC(C)CC1 | i | 7 | i
Cc1cccc(C#N)c1 | i | -11 | i
COC(=O)C1=C(c2ccc(F)cc2OCc2ccccc2)C[C@@H]2CC[C@H]1N2C(=O)NCc1ccc(Br)cc1 | i | 8 | i
C[C@H]1CC2C3CC=C4C[C@@H](O)CC[C@]4(C)C3CC[C@]2(C)[C@H]1O (stereo not given in full) | i | -4 | i
O=[N+]([O-])c1ccccc1CCl | i | 2 | i
COC(=O)C1=C(c2cccc(C#N)c2)C[C@@H]2CC[C@H]1N2C(=O)NCCOc1ccc(OC)cc1 | i | -5 | i
COC(=O)C1=C(c2ccc(Cl)c(C(F)(F)F)c2)C[C@@H]2CC[C@H]1N2C(=O)NC(C)C | i | 1 | i
C[C@]12CC[C@H](O)CC1C(=O)CC1C2CC[C@@]2(C)C1CC[C@@H]2O (stereo not given in full) | i | 0 | i
CC1(C)C(=O)CC[C@@]2(C)C1=CCC1C2CC[C@]2(C)C(=O)CCC12 (stereo not given in full) | i | 1 | i
COC(=O)C1=C(c2ccc(F)cc2F)C[C@@H]2CC[C@H]1N2C(=O)NC1Cc2ccccc2C1 | i | -3 | i
COc1cccc(-c2sc3ccccc3c2-c2ccc(OCCN3CCOCC3)cc2)c1 | i | 0 | i
CCN1CCN(C(=O)COc2ccc3oc4c(c3c2)CCCC4)CC1 | i | -1 | i
C[C@@H]1CC2C3CC=C4C[C@@H](O)CC[C@]4(C)C3CC[C@]2(C)[C@H]1O (stereo not given in full) | i | -2 | i
Clc1cc(Cl)c(-c2cc(Cl)c(Cl)cc2Cl)cc1Cl | i | -11 | i
COC(=O)C1=C(c2ccc(F)cc2OCc2ccccc2)C[C@@H]2CC[C@H]1N2C(=O)NC1CCCCC1 | i | -7 | i
COC(=O)C1=C(c2ccc(-c3ccccc3)c(F)c2)C[C@@H]2CC[C@H]1N2C(=O)NCC1CC1 | i | -7 | i
COC(=O)C1=C(c2cccc(C#N)c2)C[C@@H]2CC[C@H]1N2C(=O)NCCOc1ccccc1 | i | 2 | i
C[C@]12CCC3C(CC[C@H]4C[C@@H](O)CC[C@]34C)C1[C@H]1CN=N[C@H]1[C@@H]2O (stereo not given in full) | i | -1 | i
COC(=O)C1=C(c2ccc(C(C)=O)cc2)C[C@@H]2CC[C@H]1N2C(=O)N1CCOCC1 | i | 10 | i
COC(=O)C1=C(c2ccc(C(C)=O)cc2)C[C@@H]2CC[C@H]1N2C(=O)N1CCC(O)CC1 | i | 1 | i
OCC(Cl)CCl (stereo not given) | i | 8 | i
Oc1c(Br)cc(Br)cc1Br | i | 2 | i
O=[N+]([O-])c1ccc(Cl)c(Cl)c1Cl | i | -1 | i
COC(=O)C1=C(c2cccc(OCc3ccccc3)c2)C[C@@H]2CC[C@H]1N2C(=O)NCc1ccccc1 | i | 7 | i
COC(=O)C1=C(c2cccc(OCc3ccccc3)c2)C[C@@H]2CC[C@H]1N2C(=O)NCCOc1ccc(OC)cc1 | i | 15 | i
COC(=O)C1=C(c2ccc(F)cc2OCc2ccccc2)C[C@@H]2CC[C@H]1N2C(=O)NCc1ccccc1Br | i | -7 | i
COC(=O)C1=C(c2ccc(-c3ccccc3)c(F)c2)C[C@@H]2CC[C@H]1N2C(=O)N1CCCC1 | i | 1 | i
COC(=O)C1=C(c2ccc(F)cc2OCc2ccccc2)C[C@@H]2CC[C@H]1N2C(=O)NC1Cc2ccccc2C1 | i | 1 | i
O=C(O)COc1ccccc1 | i | -4 | i
COC(=O)C1=C(c2cccc(Cl)c2)C[C@@H]2CC[C@H]1N2C(=O)N1CCCC1 | i | 2 | i
O=c1[nH]c(=S)[nH]c(O)c1N=Nc1cc(S(=O)(=O)Nc2ccc(Cl)cc2)ccc1Cl | i | 5 | i
CC1CCCC(NC(=O)COC(=O)c2cn(C)c3ccccc23)C1C (stereo not given) | i | 4 | i
Cc1ccc(N)c(N)c1 | i | -4 | i

Part of the list above in order of molar mass, smallest number first.
SMILES | KCNK3 inh | HDAC3 inhib | TMEM16A act
O=[N+]([O-])c1ccccc1CCl | i | 2 | i
CCN1CCOC(c2ccccc2)C1 (stereo not given) | i | . | i
O=[N+]([O-])c1ccc(Cl)c(Cl)c1Cl | i | -1 | i
C[C@]12CCC3C(CC[C@H]4C[C@@H](O)CC[C@]34C)[C@H]1CC[C@H]2O (stereo not given in full) | i | -1 | i
COc1cccc(NP2(=O)OCC(C)([N+](=O)[O-])CO2)c1 (stereo not given) | i | . | i
O=C(Cc1ccccc1F)N1CCN(CC(=O)N2CCCC2)CC1 | i | 1 | i
CC1CCCC(NC(=O)COC(=O)c2cn(C)c3ccccc23)C1C (stereo not given) | i | 4 | i
O=c1[nH]cnc2nc(-c3ccc(N(CCCl)CCCl)cc3)[nH]c12 | i | . | i
O=P(O)(O)CN1CCNCCN(CP(=O)(O)O)CCNCC1 | i | . | i
Clc1cc(Cl)c(-c2cc(Cl)c(Cl)cc2Cl)cc1Cl | i | -11 | i
COC(=O)C1=C(c2ccc(C(C)=O)cc2)C[C@@H]2CC[C@H]1N2C(=O)N1CCC(O)CC1 | i | 1 | i
COC(=O)C1=C(c2ccc(Cl)c(C(F)(F)F)c2)C[C@@H]2CC[C@H]1N2C(=O)NC(C)C | i | 1 | i
O=c1[nH]c(=S)[nH]c(O)c1N=Nc1cc(S(=O)(=O)Nc2ccc(Cl)cc2)ccc1Cl | i | 5 | i
COC(=O)C1=C(c2cccc(OCc3ccccc3)c2)C[C@@H]2CC[C@H]1N2C(=O)NCc1ccccc1 | i | 7 | i
COC(=O)C1=C(c2ccc(F)cc2OCc2ccccc2)C[C@@H]2CC[C@H]1N2C(=O)NC1Cc2ccccc2C1 | i | 1 | i

Full records from above:
Clc1cc(Cl)c(-c2cc(Cl)c(Cl)cc2Cl)cc1Cl as listed: KCNK3 inh: i; HDAC3 inhib: -11; TMEM16A act: i
OCC(Cl)CCl (stereo not given) as listed: KCNK3 inh: i; HDAC3 inhib: 8; TMEM16A act: i

(further entries)
SMILES | KCNK3 inh | HDAC3 inhib | TMEM16A act
O=C(CN1CCN(C(=O)COc2cccc(F)c2)CC1)Nc1ccc(Cl)c(C(F)(F)F)c1 | i | 12 | i
COC(=O)C1=C(c2cccc(NC(C)=O)c2)C[C@@H]2CC[C@H]1N2C | i | -4 | i
COC(=O)C1=C(c2ccc3ccccc3c2)C[C@@H]2CC[C@H]1N2C(=O)NCCNC(C)=O | i | 5 | i
COC(=O)C1=C(c2ccc3ccccc3c2)C[C@@H]2CC[C@H]1N2C(=O)NCC1CC1 | i | 2 | i
C[C@]12CC[C@H](O)CC1=CCC1C2CC[C@@]2(C)C1C[C@@H](O)[C@@H]2O (stereo not given in full) | i | 6 | i
COC(=O)C1=C(c2ccc(OC)c(OC)c2)C[C@@H]2CC[C@H]1N2C(=O)NCCCOC(C)C | i | 0 | i
COC(=O)C1=C(c2ccc(OC(F)(F)F)cc2)C[C@@H]2CC[C@H]1N2C(=O)NC1CC1 | i | -3 | i
COC(=O)C1=C(c2ccc(F)cc2OCc2ccccc2)C[C@@H]2CC[C@H]1N2C(=O)NCCOc1ccc(OC)cc1 | i | -2 | i
COC(=O)C1=C(c2cccc(C#N)c2)C[C@@H]2CC[C@H]1N2C(=O)NC1CCCCC1 | i | 0 | i
C[C@]12CC[C@@H](O)CC1=CCC1C2CC[C@@]2(C)C1CC[C@@H]2N (stereo not given in full) | i | 4 | i
O=C(CCC(=O)N1C[C@H]2C[C@@H](C1)c1cccc(=O)n1C2)NCc1ccc(F)cc1 | i | 8 | i
COC(=O)C1=C(c2ccc(OC(F)(F)F)cc2)C[C@@H]2CC[C@H]1N2C(=O)NCCO | i | 1 | i
COC(=O)C1=C(c2ccc(C(C)=O)cc2)C[C@@H]2CC[C@H]1N2C(=O)NC1CCCCC1 | i | -8 | i
COC(=O)C1=C(c2ccc(-c3ccccc3)c(F)c2)C[C@@H]2CC[C@H]1N2C(=O)NCc1ccco1 | i | 10 | i
C[C@]12C[C@H](O)[C@@H](O)CC1=CCC1C2CC[C@@]2(C)C1CC[C@@H]2O (stereo not given in full) | i | -1 | i
COc1cc([C@H]2OC[C@H]3[C@@H]2CO[C@@H]3c2cc(OC)c(O[C@@H]3O[C@H](CO)[C@@H](O)[C@H](O)[C@H]3O)c(OC)c2)cc(OC)c1O[C@H]1O[C@@H](CO)[C@H](O)[C@@H](O)[C@@H]1O | i | 1 | i
COC(=O)C1=C(c2ccc(OCc3ccccc3)cc2)C[C@@H]2CC[C@H]1N2C(=O)NCCN1CCOCC1 | i | 8 | i
COC(=O)C1=C(c2c(C)noc2C)C[C@@H]2CC[C@H]1N2C(=O)N1CCc2cc(OC)c(OC)cc2C1 | i | -7 | i
COC(=O)C1=C(c2ccc(F)cc2OCc2ccccc2)C[C@@H]2CC[C@H]1N2C(=O)N1CCC(C)CC1 | i | -15 | i
Cn1cccc1C1CCCN1CC(=O)Nc1ccc(C#N)c(Cl)c1 (stereo not given) | i | -6 | i
CCCNC(=O)N1[C@H]2CC[C@@H]1C(C(=O)OC)=C(c1ccc(Cl)c(C(F)(F)F)c1)C2 | i | 8 | i
Cc1cccc([N+](=O)[O-])c1 | i | 7 | i
COC(=O)C1=C(c2cccc(C#N)c2)C[C@@H]2CC[C@H]1N2C(=O)NCCc1ccccc1 | i | 0 | i
COC(=O)C1=C(c2ccc(OCc3ccccc3)cc2)C[C@@H]2CC[C@H]1N2C(=O)NCc1ccc(N(C)C)cc1 | i | ? | i
COC(=O)C1=C(c2ccc(OC)c(OC)c2)C[C@@H]2CC[C@H]1N2C(=O)N1CCC(C)CC1 | i | -5 | i
O=C(Cc1ccccc1)OCc1ccccc1 | i | -8 | i
COC(=O)C1=C(c2ccc(F)cc2OCc2ccccc2)C[C@@H]2CC[C@H]1N2C(=O)NCc1ccc(C)cc1 | i | 1 | i
COc1ccc(C=O)cc1 | i | -4 | i
COC(=O)C1=C(c2ccc(F)cc2OCc2ccccc2)C[C@@H]2CC[C@H]1N2C(=O)NCc1ccc([N+](=O)[O-])cc1 | i | -5 | i
COC(=O)C1=C(c2ccc(F)cc2OCc2ccccc2)C[C@@H]2CC[C@H]1N2C(=O)NC1CC1 | i | 4 | i
COC(=O)C1=C(c2c(C)noc2C)C[C@@H]2CC[C@H]1N2C(=O)NCCO | i | -1 | i
C[C@]12CCC3C(CC[C@H]4C[C@@H](O)CC[C@]34C)C1CC[C@@H]2O (stereo not given in full) | i | 2 | i
